# DNA Pol III inh = inhibitors of bacterial DNA polymerase III holoenzyme. reconstituted DNA polymerase III holoenzyme replication, biochemical. Potency, µM (top dose mostly 57.1 µM), for the others: at the highest dose activity change, negative = inhibition. 71,000 tested, 0.25% active. AID 603; also: potency is read from the fitted curve at half-maximal effect; % is scaled to controls: 0 for no effect and ±100 for the full control effect
#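 Reconstituted *E. coli* holoenzyme (0.35 nM Pol III, 1 nM beta, 154 nM SSB, 2 nM primase) was preincubated with compound for 15 min at RT. Synthesis on 1.4 nM ssM13Gori ran 35 min, then was stopped with PicoGreen/EDTA and read as dsDNA fluorescence.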
# HBB splice mod = modulators of hemoglobin beta chain splicing. 65,000 tested, 0.06% active. Potency, µM (doses to about 46.1 µM), without a hit: at the highest dose activation, most hits filed as activators. HBB splicing reporter cell assay, activation; EGFP reporter with mutant IVS2-654 intron; response scale: normalised to 500 nM splice-correcting PNA. AID 925; also: potency is read from the fitted curve at half-maximal effect; 0% is about no effect
#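 Compounds were applied for 2 days to HeLa EGFP-654 cells, 500/well in Optimem with 2% FCS. The reporter's EGFP is disrupted by mis-splicing of beta-globin intron IVS2-654. Readout: summed well GFP fluorescence from 488 nm laser scanning; reference was 500 nM antisense […] 654 PNA.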
# 15-hLO inh = blocks human 15-lipoxygenase activity; purified 15hLO-1, xylenol orange hydroperoxide absorbance; AID 887; Potency, µM (top dose mostly 57.1 µM), inactives show at the highest dose activity change, negative = inhibition, actives largely listed as inhibitors; P16050; 74,000 tested, 1.4% active; also: potency is read from the fitted curve at half-maximal effect; % is scaled to controls: 0 for no effect and ±100 for the full control effect; nearly all actives have a fitted effect of over 55% in size
# Target sequence (P16050 whole entry, looked up): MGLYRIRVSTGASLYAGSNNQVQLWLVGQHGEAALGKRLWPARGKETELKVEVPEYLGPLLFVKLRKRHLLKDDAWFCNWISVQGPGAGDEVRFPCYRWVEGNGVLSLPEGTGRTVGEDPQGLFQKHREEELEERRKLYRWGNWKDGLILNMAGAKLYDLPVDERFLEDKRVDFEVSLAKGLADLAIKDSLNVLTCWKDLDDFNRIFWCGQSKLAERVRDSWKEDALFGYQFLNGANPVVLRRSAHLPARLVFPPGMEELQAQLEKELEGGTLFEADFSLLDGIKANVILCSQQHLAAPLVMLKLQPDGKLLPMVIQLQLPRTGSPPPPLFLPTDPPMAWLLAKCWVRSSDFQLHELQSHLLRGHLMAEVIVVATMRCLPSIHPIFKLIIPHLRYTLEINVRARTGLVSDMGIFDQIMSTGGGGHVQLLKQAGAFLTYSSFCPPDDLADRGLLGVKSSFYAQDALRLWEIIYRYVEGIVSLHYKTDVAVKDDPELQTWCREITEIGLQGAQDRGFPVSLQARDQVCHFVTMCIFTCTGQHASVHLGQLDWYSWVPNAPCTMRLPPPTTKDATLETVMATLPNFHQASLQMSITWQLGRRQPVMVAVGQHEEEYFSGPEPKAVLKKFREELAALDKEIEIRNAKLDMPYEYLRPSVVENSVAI
#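 Hydroperoxide formed from arachidonic acid (50 uM) by purified human 15hLO-1 (40 nM) oxidizes ferrous iron, and the ferric-xylenol orange complex is read at 573 versus 405 nm. Compounds were preincubated 15 min; reaction ran 6 min at room temperature.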
# Epigenetic mod = epigenetic modulators derepressing GFP locus in mouse cells. mouse C127i GFP locus derepression, cytometry, 30 h. Potency, µM (series often up to 46.1 µM), without a hit: at the highest dose GFP derepression (activation). 68,000 tested, 0.09% active. AID 597; also: % of control where 0% means no effect
#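 Murine C127i mammary cells carrying a silenced, stably integrated CMV-driven GFP reporter were treated with compound for 30 hours at 37 C. After PBS washes, GFP-positive cells were counted by laser-scanning microplate cytometry.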
# Ub-GFP proteasome = ubiquitin-GFP accumulation via proteasome inhibition; Ubiquitin-GFP reporter cells, proteasome inhibition, GFP fluorescence; response scale: untreated = 0%, 10 µM MG-132 = 100%; Potency, µM (titrated, usually from 45.9 µM), for the others: top-dose activation (GFP accumulation), hits mostly activators; 67,000 tested, under 10 active; active = well fitted activation curve with a large enough effect, not every such curve was filed as active; inconclusive = small, poorly fitted or top-dose-only effect, or another doubt; inactive = no such curve, though single readings can be large or run the other way; also: potency is read from the fitted curve at half-maximal effect
#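 U2OS cells stably expressing ubiquitin(G76V)-GFP, seeded overnight in 0.5% FBS medium, were exposed to compounds (qHTS, 46 uM to 2.9 nM) for 4 hr at 37 °C. GFP-positive cells were counted by laser cytometry (488 ex/515 em), normalized between basal and 10 uM MG-132.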
# Tau fil binding = tau filament binding; Potency, µM (doses to about 57.1 µM), for inactives: at the highest dose activity change, negative = inhibition; AID 596; recombinant tau filaments, thioflavin S fluorescence, 15 h; filaments grown with octadecylsulfate alongside compound; 71,000 tested, 2% active; P10636;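 also: potency is read from the fitted curve at half-maximal effect; % is scaled to controls: 0 for no effect and ±100 for the full control effect; actives lower thioflavin S fluorescence by blocking filaments or displacing dye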
#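 His-tagged recombinant human tau (exons 2, 3 and 10 included), 1 uM, was induced to fibrillize by 30 uM sodium octadecylsulfate with compound present. After 15 h at 37 C, thioflavine S fluorescence (ex 450, em 510 nm) was read.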
# HADH2 inh = inhibitors of human HADH2 dehydrogenase | Q99714 | recombinant HADH2, NADH fluorescence, beta-hydroxybutyryl-CoA | Potency, µM (series often up to 57.1 µM), for inactives: top-dose activity change, negative = inhibition, most hits filed as inhibitors | 73,000 tested, 3.4% active | AID 886; also: potency is read from the fitted curve at half-maximal effect; % is scaled to controls: 0 for no effect and ±100 for the full control effect; nearly all actives have a fitted effect of over 60% in size; many of its hits are not listed in these tables
# Target sequence (Q99714 whole entry, looked up, one chain of several): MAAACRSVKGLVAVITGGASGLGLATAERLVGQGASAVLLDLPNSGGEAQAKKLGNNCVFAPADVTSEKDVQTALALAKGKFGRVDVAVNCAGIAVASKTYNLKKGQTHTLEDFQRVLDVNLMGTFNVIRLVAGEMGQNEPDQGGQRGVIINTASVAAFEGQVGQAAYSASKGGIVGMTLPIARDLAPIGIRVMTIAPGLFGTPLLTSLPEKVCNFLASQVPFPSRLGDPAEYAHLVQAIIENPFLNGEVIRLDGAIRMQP
#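 Buffer 100 mM Tris-HCl pH 9.0/0.01% Tween-20; HADH2 20 nM; NAD+ 1 mM; beta-hydroxybutyryl-CoA 90 uM (all final). 15 min cpd preincubation, RT.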
# Hsp90 Hop PPI = changes Hsp90-Hop TPR2A binding signal, up or down | 71,000 tested, 0.44% active | Potency, µM (top dose mostly 57 µM), without a hit: at the highest dose activity change, negative = inhibition | AlphaScreen TPR2A-His6 binding biotin-Hsp90 C-terminal peptide | AID 595; active = well fitted curve in either direction with a large enough effect; inconclusive = small, poorly fitted or top-dose-only effect, or another doubt; also: potency is read from the fitted curve at half-maximal effect; % is scaled to controls: 0 for no effect and ±100 for the full control effect; many of its hits are not listed in these tables
# CRE Fsk mod = alters forskolin-stimulated CRE reporter signaling in CHO cells | CHO CRE-bla reporter (cAMP response element driving beta-lactamase), forskolin EC10, beta-lactamase ratio | Potency, µM (series often up to 38.2 µM), inactives show at the highest dose activity change, negative = inhibition, most hits filed as activators | 71,000 tested, 2.5% active; active = well fitted activation curve with a large enough effect in the signal ratio, with a control signal flat, not every such curve was filed as active; inconclusive = small, poorly fitted or top-dose-only effect, or effect the other way, or a change in a side signal; the % refers to the signal ratio; also: potency is read from the fitted curve at half-maximal effect; % of control where 0% means no effect
#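 Using CellSensor CRE-bla CHO cells in Opti-MEM with 0.5% dialyzed FBS, compounds were titrated with EC10 NKH 477 for 3 h at 37 °C. CCF4 ratio (460/530 nm) gave %Activity; AC50 derived.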
# Luciferase inh = inhibitors of firefly luciferase; Potency, µM (doses to about 57.1 µM), for the others: at the highest dose activity change, negative = inhibition, most hits filed as inhibitors; purified firefly luciferase, luminescence, 8 min; AID 411; 72,000 tested, 2.2% active; also: potency is read from the fitted curve at half-maximal effect; % is scaled to controls: 0 for no effect and ±100 for the full control effect; nearly all actives have a fitted effect of over 40% in size
#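 Inhibition of light generation by firefly luciferase from ATP and luciferin was profiled with concentration-response curves per sample, ATP held at 10 uM within the enzyme's linear range. Plates were read by luminescence after an 8-minute ambient incubation.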
# ERK AVP inh = inhibitors of vasopressin-stimulated ERK signaling pathway. HEK293-V1b, vasopressin-stimulated pERK AlphaScreen. Potency, µM (top dose mostly 57.5 µM), for inactives: top-dose activity, negative = inhibition, usual class: inhibitors. 72,000 tested, 0.99% active. AID 995; also: potency is read from the fitted curve at half-maximal effect; % is scaled to controls: 0 for no effect and ±100 for the full control effect; nearly all actives have a fitted effect of over 55% in size
#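 HEK293 cells stably expressing V1b receptor, preincubated 30 min at 37 °C with compound, then stimulated 5 min with 25 nM vasopressin. Phospho-ERK by AlphaScreen SureFire after 5 h RT; normalized to DMSO and vasopressin; AC50 by Hill fit.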
# Active calls of the source: *; i = inactive; ? = inconclusive; . = no result given; [ ] = another dose, or the depositor's remark. Unless noted, calls follow the shape of the dose curve; as a rule, active = well fitted curve in the direction sought with a large enough effect; inconclusive = small, poorly fitted or top-dose-only effect, or another doubt; inactive = no such curve, though single readings can be large; an effect the other way counts as inactive or inconclusive. These rows are one share of the data; the hit share may differ from the screen's.
SMILES,DNA Pol III inh,HBB splice mod,15-hLO inh,Epigenetic mod,Ub-GFP proteasome,Tau fil binding,HADH2 inh,Hsp90 Hop PPI,CRE Fsk mod,Luciferase inh,ERK AVP inh
CN(C)C(=O)c1ccc(-c2ccc3ncnc(Nc4ccccc4)c3c2)cc1,0%,1.3%,4%,-3%[9.22 µM],1%,-8%,5%,-2%,?,0%[2.29 µM],?
C=CC[C@@H]1C=C[C@H](ON=C(C)C)[C@H](CO)O1,.,4.1%[9.22 µM],4%[11.4 µM],.,.,.,10%[11.4 µM],.,.,2%[11.4 µM],16%[11.5 µM]
CC(C)COC(=O)Cn1cnc2ccc(Br)cc2c1=O,-7%,0.2%[57.5 µM],7%,2%,-1%,-5%,11%,?,11%,-1%,35%
COc1ccc(C2CC(=O)C3=C(C2)Nc2ccccc2N(C(C)=O)C3c2ccco2)cc1 (centres undefined),-3%,1.8%,4%,0%,-4%,7%,11%,-8%,?,2%,-1%
CC1CCCCC1NC(=O)c1cn(C)c2ccc(S(=O)(=O)N3CCCC3)cc2c1=O (centres undefined),-4%,0.0%,-9%,6%,0%,-14%,-2%,0%,-3%,3%,-14%
CCCC(=O)Nc1ccc2c(c1)C(=O)N(CCC(=O)O)C2=O,-4%,0.7%,10%,0%,1%,8%,16µM*,-2%,-3%,-2%,-6%
Cc1ccccc1CS(=O)(=O)Cc1ccc(C(=O)N2CCOCC2)o1,-17%,-1.5%,9%,-2%,-9%,1%,8%,?,4%,2%,1%
COc1ccc(S(=O)(=O)NCCN2CCOCC2)c2ccccc12,3%[11.4 µM],-1.7%[0.0738 µM],4%[11.4 µM],-2%,12%[9.17 µM],6%[11.4 µM],-10%[11.4 µM],-6%[11 µM],?,-1%,-10%
CC(=O)N1CCc2cc(C(=O)CN3CCN(c4cccc(Cl)c4)CC3)ccc21,-8%,-0.7%,-13%,.,-4%,-6%,-2%,-14%,?,0%,.
CC(C)[C@@H](OCc1ccccc1)[C@H](C)/C=N\OC[C@@H](O)[C@@H]1O[C@@H]2OC(C)(C)O[C@@H]2[C@H]1O,.,3.1%[9.22 µM],0%[11.4 µM],.,.,.,-4%[11.4 µM],.,.,-2%[11.4 µM],14%[11.5 µM]
COc1ccc2[nH]c(=O)c(CN(CCc3ccccc3)Cc3nnnn3CC3CCCO3)cc2c1 (centres undefined),-3%,-0.2%[57.5 µM],-10%,0%,7%,17%,-9%,-3%,?,0%,-23%
CCOC(=O)N1CCN(C(=O)C2CCN(S(C)(=O)=O)CC2)CC1,-5%,1.9%,7%,0%,2%,3%,-4%,1%,-1%,1%,-12%
O=C(Cc1cccs1)N1CCC(c2nc3c(nnn3Cc3ccccc3)c(=O)[nH]2)CC1,1%,-1.7%,-5%,-1%,2%,9%,8%,-2%,11%,3%,-21%
Cc1ccc(CNC(=O)CN2CCN(Cc3ccc(C)cc3)C2=O)cc1,-2%,0.3%,20%,2%,-14%,-6%,13%,-1%,?,-1%,12%
COc1ccc(C(=O)NC2CCN(S(=O)(=O)Cc3ccccc3)CC2)c(OC)c1,-4%,.,13%,1%,8%,-3%,-4%,3%,-1%,4%,7%
COc1nc(-c2ccccc2)ccc1-c1noc(-c2ccco2)n1,-3%,0.3%,-13%,2%,-3%,196%,32µM*,4%,24%,-24%,16%
COC(=O)[C@@H](NC(=O)c1cc(-c2ccccc2)nc2ccccc12)c1ccccc1,-4%,0.4%,.,0%,-5%,0%,15%,-6%,-4%,2%,.
Cc1[nH]c2c(C)ccc(C)c2c1CC(=O)O,-1%[11.4 µM],2.5%[9.22 µM],-6%[11.4 µM],7%[9.22 µM],6%[9.17 µM],13%[11.4 µM],-10%[11.4 µM],-2%[11 µM],-12%[7.6 µM],0%[11.4 µM],15%[11.5 µM]
O=C(c1cc2ccccn2n1)N1CCN(Cc2ccccc2)CC1,4%,0.5%,5%,1%,-8%,4%,-19%,-6%,-13%,-4%,6%
CC(C)C1N=C2c3ccccc3N=C(SCC(=O)NCCc3ccc(S(N)(=O)=O)cc3)N2C1=O (centres undefined),-2%,-1.7%,9%,0%,-10%,8%,25µM*,1%,?,0%,14%
COc1ccc(-c2nc3cnc(N4CCOCC4)nc3n(CCc3ccccc3)c2=O)cc1,-8%,2.6%,?,3%[9.22 µM],28%,87%,8%,24%,?,-1%[11.4 µM],17%
CC(=O)Nc1nnc(SCC(=O)NC(C)(C)C)s1,-8%,-2.4%,2%,-3%,10%,1%,-5%,0%,-2%,-1%,1%
O=C(NC12CC3CC(CC(C3)C1)C2)c1ccccc1O,5%,0.1%,-18%,2%,3%,-16%,?,13%,?,-5%,-5%
CC(C)C(NC(=O)C12CC3CC(CC(C3)C1)C2)C(=O)O (centres undefined),1%,-0.6%,-21%,-1%,0%,1%,14%,0%,4%,-35%,-6%
O=C(CCOc1ccccc1)Nc1ccc(S(=O)(=O)N2CCCC2)cc1,1%,0.9%,3%,0%,-8%,-1%,2%,4%,?,-1%,2%
COC(=O)Cn1c(=N)n(CCN2CCCCC2)c2ccccc21,-2%,.,5%,0%,6%,0%,7%,-1%,0%,-1%,-23%
Cc1sc2nc(CN3CCOCC3)nc(NS(=O)(=O)c3ccc4c(c3)OCCO4)c2c1C,0%,1.9%,2%,-2%,-1%,0%,4%,-4%,?,-1%,-4%
O=C(Nc1ccc2oc(-c3ccc(F)cc3)nc2c1)c1ccccc1F,-6%,.,-7%,-2%,0%,120%,?,3%,4%,0%,-3%
COC(=O)CSc1nc2ccccc2o1,-2%,0.4%[57.5 µM],8%,2%,1%,1%,10%,-1%,?,2%,1%
COC(=O)c1ccc2c(=O)n(CCCCCC(=O)N3CCN(c4ccccc4)CC3)c(=O)[nH]c2c1,-1%,0.3%,-11%,1%,-5%,2%,-7%,-9%,?,-1%,13%
COc1ccc(CCn2c(-c3ccco3)nc3nc4ccccc4nc32)cc1,0%,0.2%[1.84 µM],-5%,0%,5%,13µM*,?,4%,?,-1%,-4%
C=CCn1c(NCc2ccc(N(C)C)cc2)nc2ccccc21,-4%,-1.0%,-9%,-6%,-3%,-23%,0%,-9%,-20%,?,?
O=c1c(-c2cccs2)nc2cnc(N3CCNCC3)nc2n1Cc1cccs1,7.9µM*,0.5%,-27%,3%[9.22 µM],-9%,i,47%[activator],?,?,0%[11.4 µM],-7%
CCOc1ccc(NC(=O)CN2CCN(CC(=O)c3ccc(OC)c(OC)c3)CC2)cc1,0%,-0.1%[57.5 µM],?,-3%,-3%,-11%,17%,-1%,7%,-1%,-28%
C[N+]1(C)C[C@@H](O)C[C@@H]1C(=O)[O-],-4%[25.6 µM],2.5%[20.6 µM],14%[25.6 µM],2%[20.6 µM],-3%[20.5 µM],1%[25.6 µM],3%[25.6 µM],1%[26 µM],-1%[17.1 µM],-1%[25.5 µM],16%[25.7 µM]
CCCC(=O)Nc1cc(=O)[nH]c2ncnn12,-3%,-0.1%,6%,0%,-2%,-20%,-9%,-2%,-6%,3%,7%
CCN(CC)CCCN(C(=O)c1cccs1)c1nc(-c2ccc(OC)cc2)cs1,-7%,.,-18%,-3%,-1%,215%,-2%,-10%,-2%,1%,16%
CC(C)[C@](N)(C(=O)O)c1ccccc1,-8%[11.4 µM],4.2%[9.22 µM],-4%[11.4 µM],-3%[9.22 µM],-5%[9.17 µM],-2%[11.4 µM],13%[11.4 µM],-2%[11 µM],7%[7.6 µM],6%[11.4 µM],0%[11.5 µM]
O=C(CSc1nnc(-c2ccccc2)o1)Nc1ccccc1F,-6%,-0.6%,-3%,-2%,-3%,0%,8%,1%,-2%,3%,-21%
COc1ccc(CCNC(=O)C2CCN(S(=O)(=O)N3CCCCCC3)CC2)cc1OC,-1%,0.0%[57.5 µM],-1%,4%,1%,-7%,6%,-2%,?,0%,-2%
CC1(C(=O)NC2CCCCCCC2)CCC(=O)N1Cc1cccnc1 (centres undefined),-2%,-0.3%[57.5 µM],3%,0%,7%,6%,4%,-3%,?,3%,-21%
Cc1ccc(CNC(=O)C2CCCN(S(C)(=O)=O)C2)cc1 (centres undefined),-3%,-0.3%,-3%,11%,1%,2%,11%,-7%,-12%,-1%,-2%

# Compound activity as filed in PubChem BioAssay.
